# Source: PubChem
# Efflux pump mplx: inhibitors of Candida efflux pumps in yeast, primary screen, S. cerevisiae, Nile Red, multiplex | actives 0.44% (n = 330,000) | inhibition, % at 10 µM | S. cerevisiae Candida pump triplex;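 active means plate passing quality check with inhibition over a set limit, or well fluorescence over plate mean plus 4 SD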;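 further: Nile Red retained in pooled yeast measured as flow cytometry median fluorescence; 0% = buffer negative control and 100% = Enniatin B positive control; higher means more Nile Red kept so more efflux inhibition; some compounds called inactive have numbers as strong as hits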
# EBNA-1 inhibitor: EBNA-1 DNA-binding inhibitors, primary screen, biochemical, fluorescence polarization; inhibition, % at 14.8 µM; actives 0.34% (n = 300,000); AID 1950, 2009; in the data active means inhibition above about 28%
# MEX-5 binding: MEX-5 zinc finger RNA-binding disruptors – biochemical, C. elegans, fluorescence polarization, MLPCN library, primary screen | MEX-5/FITC-TCR2 RNA binding; stronger effect = lower value | AID 1832, 2009 | actives 0.38% (n = 300,000) | activity score (negative = inhibition of binding), % at 10 µM | Zinc finger protein mex-5 (Caenorhabditis elegans), Q9XUB2;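 active means inhibition past about -25% in most replicates, and total fluorescence under double the plate's negative control median, limit read from the data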;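 further: 0% = DMSO and -100% = 5 µM competing unlabeled TCR2 RNA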
# CR mimetic SO: reduction of superoxide in aged yeast, primary screen, HTS; actives 0.18% (n = 330,000); S. cerevisiae aged cells, superoxide DHE fluorescence; stronger effect = lower value; superoxide response (% of plate mean), % at 10 µM;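 active means superoxide response under a set limit, about three screen SD below normal, cut at about 65% in these data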;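 further: yeast aged for seven days with compound at 30 °C before DHE staining; 100% = average MFI of all compound-treated wells on the plate with controls excluded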
# MCL1-BIM inh: inhibitors of MCL1 binding to BIM-BH3, primary screen, biochemical, fluorescence polarization; Induced myeloid leukemia cell differentiation protein Mcl-1 (Homo sapiens), Q07820; GST-MCL1 / FITC-Bim-BH3 fluorescence polarization; inhibition, % at 10.9 µM; actives 0.68% (n = 320,000); AID 2057, 2009;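 active means inhibition above the mean inhibition of all tested compounds plus 3 SD, set per campaign, cut at about 40% in these data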;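 further: 0% = DMSO wells and 100% = unlabeled Bim-BH3 peptide control; higher means more loss of mP so more displacement of Bim peptide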
# Target sequence (Q07820 whole entry, looked up): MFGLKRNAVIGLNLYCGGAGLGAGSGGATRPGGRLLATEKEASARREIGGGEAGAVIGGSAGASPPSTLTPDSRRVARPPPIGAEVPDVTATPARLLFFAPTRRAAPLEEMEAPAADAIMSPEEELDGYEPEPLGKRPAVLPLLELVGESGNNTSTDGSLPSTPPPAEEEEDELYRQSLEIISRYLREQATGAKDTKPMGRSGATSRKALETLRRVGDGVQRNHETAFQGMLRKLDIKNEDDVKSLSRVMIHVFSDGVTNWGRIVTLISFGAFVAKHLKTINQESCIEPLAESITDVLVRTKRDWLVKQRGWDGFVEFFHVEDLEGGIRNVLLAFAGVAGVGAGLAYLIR
# BCLXL inh: inhibitors of human Bcl-xL, primary screen, biochemical, fluorescence polarization, HTS; inhibition, % at 10.9 µM; GST-Bcl-xL / FITC-Bim BH3 peptide fluorescence polarization; actives 0.7% (n = 320,000);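 active means inhibition above the mean of all tested compounds plus 3 SD, cutoff set per campaign, cut at about 30% in these data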;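 further: 0% = DMSO wells and 100% = unlabeled Bim-BH3 peptide competitor; inhibitors lower millipolarization by displacing the labeled peptide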
# Target sequence (Q07817 whole entry, looked up): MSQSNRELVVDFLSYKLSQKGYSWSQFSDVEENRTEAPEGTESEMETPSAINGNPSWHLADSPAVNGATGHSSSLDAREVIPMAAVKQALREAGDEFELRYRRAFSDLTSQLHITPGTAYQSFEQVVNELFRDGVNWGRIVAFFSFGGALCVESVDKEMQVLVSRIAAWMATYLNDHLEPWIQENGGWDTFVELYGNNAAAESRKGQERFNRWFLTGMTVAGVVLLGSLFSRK
# GLD-1 TGE inh: GLD-1/TGE RNA complex disruptors, primary screen, biochemical, fluorescence polarization; purified GLD-1 + fluorescein TGE RNA; inhibition, % at 5.96 µM; actives 0.44% (n = 320,000); AID 2280, 2010;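 active means percent inhibition above a per-plate cutoff, the plate mean of test compounds plus 3 SD, cut at about 30% in these data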;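 further: 0% = DMSO wells with GLD-1 and probe and 100% = wells lacking GLD-1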
# Fam108B counter: mouse Fam108B serine hydrolase inhibitors, primary screen, counter-screen for RBBP9 inhibitor project, biochemical, fluorescence polarization; recombinant Fam108B, FP-Rh probe fluorescence polarization; inhibition, % at 9.51 µM; actives 0.33% (n = 300,000); AID 1947, 2009;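 active means inhibition above the screen mean inhibition plus 3 SD, computed separately per campaign, cut at about 18% in these data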;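 further: inhibitors lower polarization as less probe binds the enzyme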
# ZTA DNA inh: counter-screen for EBNA-1 inhibitors: inhibitors of Epstein-Barr virus ZTA; P03206; ZTA-DNA binding, fluorescence polarization; inhibition, % at 11 µM; actives 0.15% (n = 320,000); in the data active means inhibition above about 33%
# Target sequence (P03206 whole entry, looked up): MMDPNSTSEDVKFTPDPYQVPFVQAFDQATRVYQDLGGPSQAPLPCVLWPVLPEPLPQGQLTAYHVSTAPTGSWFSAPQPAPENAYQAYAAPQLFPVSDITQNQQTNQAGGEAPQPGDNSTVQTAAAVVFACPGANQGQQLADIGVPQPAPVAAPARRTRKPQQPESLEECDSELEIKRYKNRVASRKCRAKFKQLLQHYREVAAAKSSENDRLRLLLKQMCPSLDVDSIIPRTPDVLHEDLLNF
# Numbers without * were called inactive; i = inactive; / = not tested or not shown. Compounds were not picked by outcome. Share with any hit: about 2.3%.
Molecule	Efflux pump mplx	EBNA-1 inhibitor	MEX-5 binding	CR mimetic SO	MCL1-BIM inh	BCLXL inh	GLD-1 TGE inh	Fam108B counter	ZTA DNA inh
C=CCN1C(=O)/C(=C2/Sc3ccc(OC)cc3N2C)SC1=Nc1ccc(OC)cc1	-0.1	12	-0.9	92	3	2	-2	0	-7
COc1ccc(OC)c2c(C)cc(N3CCN(C(=O)c4ccc(C)cc4)CC3)nc12	0.1	2	1.3	91	4	0	-3	7	-9
O=C(O)Cc1ccc(-n2cccc2)cc1	0.0	-18	-0.3	100	22	6	-12	-5	3
COc1ccc(-c2nn(-c3ccccc3)cc2C(=O)N2c3ccc(C)cc3C3CN(C)CCC32)cc1 (configuration not stated)	0.1	-4	0.4	98	16	8	4	2	-17
O=C(c1c[nH]c2ccccc12)C(Cl)c1ccccc1 (configuration not stated)	0.0	0	-4.6	84	7	0	11	-6	-4
O=C(O)c1cccc(NC(=S)NC(=O)C(c2ccccc2)c2ccccc2)c1	0.0	7	-0.5	132	9	5	5	-1	11
Cn1c(=O)c2c(SCC(=O)NCc3ccco3)nc(-c3ccccc3Cl)nc2n(C)c1=O	0.2	-4	-1.5	103	6	5	-6	-14	3
CCn1c(SCC(=O)NCc2ccco2)nnc1-c1cccs1	0.0	-6	/	99	1	2	4	-8	-10
COc1ccc(O)c(-c2cc(-c3ccccc3[N+](=O)[O-])[nH]n2)c1	-0.1	3	-1.3	112	-5	-1	8	4	-5
Cn1c(=O)c2c(SCC(=O)N3CCCC3)nc(-c3ccccc3)nc2n(C)c1=O	-0.2	-2	-0.9	103	8	8	6	-4	10
COc1ccc(-c2nnc(SCc3ccc(C(=O)O)cc3)n2C)cc1OC	-0.3	-1	1.8	97	3	3	11	1	-3
COc1cc(NC(=O)COC(=O)CCc2cc(OC)c(OC)c(OC)c2)cc(OC)c1	0.0	2	0.0	97	7	2	6	0	-1
COc1ccc(NC(=O)CC23CC4CC(CC(C4)C2)C3)cn1	0.1	8	2.2	106	3	5	6	0	21
COc1ccc(SCc2noc(C(=O)NC(C)C)c2C(=O)O)cc1	/	-8	-0.6	/	4	12	-3	5	-11
CSc1nc2sccc2c(=O)[nH]1	-0.1	3	-5.2	105	-4	3	8	-2	-5
CC(=O)Oc1ccc(C(C)=O)c2c1OCCO2	0.0	5	-0.5	103	10	6	1	3	16
Cc1ccc(C)c(NC(=O)CSc2cccc3cccnc23)c1	0.3	1	0.2	99	8	5	6	4	-21
Cc1cc(C)n2nc(SCC(=O)Nc3ccc(S(=O)(=O)N(C)C)cc3)nc2n1	0.0	/	/	97	-2	-7	-2	/	5
O=C1N[C@@H](Cc2cn(S(=O)(=O)c3ccc([N+](=O)[O-])cc3)c3ccccc23)C(=O)N[C@H]1Cc1ccccc1	0.2	8	-2.8	99	2	0	4	-2	-5
CCO[C@H]1OC(C(=O)N2CCN(Cc3ccc4c(c3)OCO4)CC2)=C[C@@H](C2CCCCC2)[C@@H]1CCCO	0.3	-6	-2.3	94	8	7	0	5	-5
Cc1cc(C)c2c(N=NN(C)C)[nH]nc2n1	-0.1	-1	-1.4	100	11	10	5	1	16
CCOc1cc2[nH]c(=O)n(Cc3ccc(C(=O)NCCOC)cc3)c(=O)c2cc1OCC	0.0	-7	-1.6	100	3	2	0	1	1
COC(=O)c1cc(C(=O)NCCCN2CCOCC2)cc([N+](=O)[O-])c1	-0.1	-6	-2.3	103	7	2	3	2	-11
N#C/C(=C(/O)CSc1ncn[nH]1)c1nc2ccccc2[nH]1	0.2	-5	-1.7	101	22	22	9	7	2
CCCS(=O)(=O)c1nc(S(=O)(=O)c2ccc(C)cc2)c(N2CCN(C)CC2)s1	-0.1	-14	-2.0	100	1	3	-5	1	6
NS(=O)(=O)c1ccc(CCNCc2ccccc2OCc2ccc(Cl)cc2)cc1	0.0	0	0.8	106	5	3	1	1	-4
C=CCNC(=O)c1ccc(-c2nc(-c3ccc(Cl)cc3Cl)cs2)cc1	0.1	-7	0.0	115	-1	0	5	-19	-14
COc1ccc(/C=C(\NC(=O)c2cccs2)C(=O)NCc2ccco2)cc1OC	0.0	2	-0.2	106	6	1	-2	2	4
COc1ccccc1/C=N/NC(=O)c1ccc(CN2C(=O)c3cccc4cccc2c34)cc1	0.2	1	0.2	78	3	1	3	-33	-6
Cc1cc(Cl)ccc1OCC(=O)NNC(=O)CCOc1ccccc1	-0.2	/	/	100	5	-2	1	/	-9
Cc1ccc(S(=O)(=O)NCC(=O)OCN2C(=O)c3ccccc3C2=O)cc1	-0.1	6	-4.1	95	2	6	4	3	12
CCN1CCN(c2nc3ccccc3nc2C(C#N)S(=O)(=O)c2ccc(C)cc2)CC1 (configuration not stated)	0.2	10	-1.2	93	7	10	0	0	-4
O=C(CSc1nc2ccccc2[nH]1)NC1CCCC1	0.5	-4	3.7	113	-9	0	3	-2	-1
S=C(NCc1ccccc1)N1CCn2cccc2C1c1ccncc1 (configuration not stated)	0.0	-3	-1.0	141	5	3	-2	0	-14
Cc1ccc2nc(-c3ccc(SCC(=O)N4CCc5ccccc54)nc3)[nH]c2c1	-18	7	-0.9	88	-7	-3	2	-29	18
CCn1c(=O)cc(OCC(=O)Nc2ccc(C)cn2)c2ccccc21	0.1	9	3.2	93	10	6	0	3	5
CCC(=O)N(CCc1ccccc1)Cc1cc2cc(OC)ccc2[nH]c1=O	0.0	-4	-0.9	105	2	1	-2	0	-10
CCN(C(=N)N=C(N)N)c1ccccc1	0.0	11	-0.1	92	7	4	0	-1	2
CC1CCC(NC(=O)c2ccc(NS(=O)(=O)c3ccc4[nH]c(=O)[nH]c4c3)cc2)CC1 (configuration not stated)	-0.1	10	0.2	97	6	6	4	1	9
COc1ccccc1C(=O)NC(CCSC)C(=O)NCC(c1ccco1)N(C)C (configuration not stated)	-0.1	-9	0.5	93	2	5	3	-1	-7
O=S(=O)(Nc1ccccn1)c1cccc(S(=O)(=O)c2ccc(Cl)cc2)c1	-0.1	3	-0.7	109	-2	4	5	0	-14
CCn1c2ccccc2c2nnc(SCC(=O)NCCOC)nc21	0.0	5	2.3	98	-4	5	4	2	-3
CCOc1cccc(-c2c(C(=O)N/N=C/c3ccncc3)nnn2-c2nonc2N)c1	0.9	-4	-2.5	124	-3	7	-1	-2	1
CCN(CC)S(=O)(=O)c1ccc(Oc2cccc(C(C)=O)c2)nc1	0.1	10	1.0	93	3	5	0	-1	4
CC(=O)Oc1cccc(N2C(=O)C3C4C=CC(C4=C(C)C)C3C2=O)c1 (configuration not stated)	-0.1	-1	-0.4	100	3	8	3	-1	14
C=CCn1c(CSCc2ccc(C)cc2)nnc1SCC(=O)NCc1ccccc1	0.2	-16	-0.7	105	9	0	-3	-7	-9
Cc1ccc(C2CC(c3cccs3)=NN2C(=O)c2ccc(Br)o2)cc1 (configuration not stated)	0.2	-2	1.9	108	4	6	5	-6	-15
CCOC(=O)C1C(=O)C=C(c2ccc(C)cc2)CC1c1ccco1 (configuration not stated)	-0.1	-3	-2.2	98	5	8	-2	8	-2
COc1ccc(C(CNC(=O)c2ccc(OC)c(S(=O)(=O)N3CCCC3)c2)N2CCCC2)cc1 (configuration not stated)	0.3	/	/	117	-7	-3	-11	/	-2
COc1ccc(NC(=O)c2ccccc2SC)c(OC)c1	0.1	-10	-1.0	109	3	4	-3	3	8
CCOc1ccc(NC(=O)c2cc([N+](=O)[O-])ccc2N2CCOCC2)cc1	0.0	-2	2.4	99	3	0	14	-1	3
O=c1cnc2ccccc2n1CC1CCCCC1	0.0	-14	1.6	94	8	2	2	0	-9
COc1ccc(C2CC(c3ccc(Cl)cc3Cl)Nc3nc(N)nn32)cc1OC (configuration not stated)	0.0	-4	-1.8	92	-3	-2	1	1	3
Cc1ccc(C(C(=O)NC2CCCC2)N(Cc2ccco2)C(=O)CCC(=O)Nc2cc(C)on2)cc1 (configuration not stated)	0.0	4	-1.7	103	1	0	-1	-5	6
CC(=O)c1c(C)[nH]c(C(=O)OCC(=O)Nc2ccc([N+](=O)[O-])cc2Cl)c1C	-0.2	21	0.5	i	1	3	1	3	-2
CCCCCCCCCOC(=O)C(CC(=O)O)N1CCOCC1 (configuration not stated)	0.1	12	-0.9	105	-4	-1	2	0	10
CC(O)(CS(=O)(=O)Cc1ccccc1Cl)C(=O)Nc1cccc(C(F)(F)F)c1 (configuration not stated)	0.0	12	2.1	98	0	-6	1	-2	15
CCOC(=O)c1sc(C)c2c1NC(C)(c1ccccc1)NC2=O (configuration not stated)	-0.3	4	0.1	108	9	6	-6	-2	6
Cc1cc(=O)n2[nH]c(-c3sccc3-n3c(C)ccc3C)cc2n1	0.0	10	0.3	98	12	9	7	3	-1
CCc1noc(C)c1C(=O)NNC(=O)c1ccccc1F	0.0	6	3.1	87	-1	-5	2	2	-5

# Later entries:
Molecule	Efflux pump mplx	EBNA-1 inhibitor	MEX-5 binding	CR mimetic SO	MCL1-BIM inh	BCLXL inh	GLD-1 TGE inh	Fam108B counter	ZTA DNA inh
Cc1ccc2c(n1)sc1c(N)ncnc12	-0.1	11	2.3	95	-4	2	-2	6	-4
Cc1ccc(NC(=O)CSc2nnc(CN3CCOCC3)n2-c2ccccc2)cc1	0.0	-2	1.4	86	10	5	4	1	-19
CCc1ccc(OCC(=O)NC(C)C)cc1	-0.1	10	1.2	95	1	5	-2	-1	19
O=C(CN1C(=O)COc2ccccc21)N1CCOCC1	0.2	-14	3.4	115	-7	0	3	-5	-5
Cc1ccc(C2CC2C(=O)NNC(=S)Nc2cccc(Cl)c2)cc1 (configuration not stated)	-0.1	6	2.5	78	14	10	5	0	6
O=C(C1CCCN(S(=O)(=O)c2cccc3cccnc23)C1)N1CCc2ccccc21 (configuration not stated)	1.2	-2	-0.3	103	-6	-3	2	-8	1
Cc1cc(C)n(CC(C)NCc2cn[nH]c2-c2cccc3ccccc23)n1 (configuration not stated)	-0.1	12	2.4	83	-3	2	11	0	-6
O=C(Nc1nc2ccc([N+](=O)[O-])cc2s1)c1c(F)cccc1F	0.0	6	2.4	94	-2	4	-1	1	7
CSc1nc(C)cc(Oc2ccc(OCC(N)=O)nn2)n1	0.0	-4	-0.3	95	-2	-12	-1	0	0
CC(=O)c1c(C)[nH]c(C(=O)CSc2nc3ccccc3c(=O)n2CCCN2CCOCC2)c1C	0.1	-8	-0.4	104	-2	0	-2	4	-10
CCOC(=O)Cc1cc(=O)n2[nH]cc(-c3cccc(Br)c3)c2n1	0.0	-10	-5.4	97	9	2	-2	1	11
O=C(OCN1C(=O)C(=O)c2ccccc21)c1ccc(Cl)cc1	0.1	-8	2.8	101	8	-2	-1	-2	1
